Screens as filed in PubChem BioAssay.
Pf Dd2 inh – qHTS Primary assay for Inhibitors of Plasmodium falciparum Dd2 growth in vitro; AID 1347417, 2020; Potency, µM (titrated, usually from 28.9 µM), without a hit: top-dose activity, negative = inhibition, usual class: inhibitors; hit rate 4.3% among 120,000; P. falciparum Dd2 growth, SYBR Green, 72 h; active means well fitted inhibition curve with a large enough effect; inconclusive means small, poorly fitted or top-dose-only effect; inactive means no such curve, though single readings can be large or run the other way;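 further: plate controls were DMSO vehicle for no effect and reference drug for full effect; nearly all actives have a fitted effect of over 65% in size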
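Readout: SYBR Green fluorescence, 485 nm excitation, 535 nm emission, after ~16 h lysis at 37C. Before that, Dd2-infected red cells (2.5% hematocrit) grew 72 h with compound, 29 uM top final concentration.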
* = called active by the depositor; i = inactive; ? = inconclusive; [ ] = remark or other dose. Potency means the concentration at half of the fitted maximal effect. This is a subset; count on the stated rates, not on these rows.

Compound	Pf Dd2 inh
O=C1CC(c2noc(-c3ccc4c(c3)OCO4)n2)CN1c1ccc(F)c(Cl)c1 (configuration not stated)	92%[activator]
Cn1cc(CNC(=O)C[C@@H]2C[C@H]3O[C@H](CNC4CCCCC4)[C@@H](O)[C@H]3O2)cn1	31%[44.1 µM]
CN1C(=O)CS(=O)(=O)C12CCN(C(=O)COc1ccc(Cl)cc1)CC2	?
Cc1sc2ncn(CC(=O)N(C)c3cccc(C(F)(F)F)c3)c(=O)c2c1S(=O)(=O)N1CCN(c2ncccn2)CC1	-17%
Cc1nn(-c2ccc(F)cc2)c(Oc2ccccc2F)c1CCC(=O)N(C)C(C)C	?
O=C(c1ccccc1F)N1CCC(O)(c2csc(CN3CCc4ccccc4C3)n2)CC1	3.2µM*
COc1cccc(CNC(=O)C(=O)NCC(c2ccco2)S(=O)(=O)c2ccccc2)c1 (configuration not stated)	-7%
c1coc(-c2nc3nccc(-c4cc5ccccc5o4)n3n2)c1	-7%
COc1ccc(Br)cc1C1Sc2ccccc2NC2=C1C(=O)c1ccccc12 (configuration not stated)	?
COc1cccc(CN2C(=O)C3(SCC(=O)N3c3ccc(F)cc3)c3ccccc32)c1 (configuration not stated)	i
COc1ccc(NC(=O)C2CCN(c3cc(C(F)(F)F)ncn3)CC2)cc1	i
CCCn1ncnc1C(C)Nc1cc(C(C)C)nc2cc(C)nn12 (configuration not stated)	-5%

Compound	Pf Dd2 inh
CCc1cccc(NC(=O)N2CC(C(=O)N(C)C)C3(CCOCC3)C2)c1 (configuration not stated)	12%
COCCN1CCNc2nc(COc3ccc(C(C)C)cc3)n(Cc3ccccc3)c2C1=O	i
COc1ccc(S(=O)(=O)N2[C@@H]3CC[C@H]2CC(NC(=O)c2ccc(F)cc2)C3)cc1 (some centres not stated)	i
Cn1cc(C(=O)N2CCC(N(Cc3ccccc3)C3CCOCC3)CC2)cn1	i
O=C(NCCc1nc2ccccc2n1Cc1ccccc1F)c1ccc(F)cc1	?
COc1ccc(CN2CC[C@@H]3CN(S(C)(=O)=O)[C@@H]3C2)c(OC)c1	i
CCOC(=O)c1ccc(Oc2nc(C)nc3c2oc2ccccc23)cc1	6%
COCCN1C(=O)CCc2cc(NC(=O)COC)ccc21	-17%
COc1ccc(N2CCN(C(=O)c3ccc(Nc4nc5ccccc5n5nnnc45)cc3)CC2)cc1	-38%
O=C1NC2(CCCN(C(=O)C3CCCC3)C2)Oc2ccccc21 (configuration not stated)	2%[44.1 µM]
CCn1cc(S(=O)(=O)c2cccc(C)c2)c(=O)c2cc(F)c(N3CCN(c4ccccc4)CC3)cc21	i
CC(C)(C)C(=O)N1CC[C@@H]2[C@H]1C(=O)N(c1ccc(F)c(Cl)c1)C(=O)N2Cc1ccccc1	-11%

Compound	Pf Dd2 inh
COc1cccc(C(=O)N2CCCN(c3nc4ncccc4o3)CC2)c1	10%[44.1 µM]
CC(C)N1C(=O)C2(CCCCC2)C1C(=O)NCCCN1CCCc2ccccc21 (configuration not stated)	?
Cn1ncc(N2CCC(C(=O)NCC3CCN(Cc4ccc(F)cc4)CC3)C2)cc1=O (configuration not stated)	26%
Cn1cnc(S(=O)(=O)N2CCCC(c3nc(-c4cnccn4)no3)CCNC(=O)CC2)c1 (configuration not stated)	i
Cc1cccc(Nc2cc(C)nc3nc(Cc4ccc(Cl)cc4)nn23)c1	-14%
CCC(=O)N1CCc2c(C(=O)Nc3ccc(OC)c(OC)c3)cccc21	-11%
Cc1cc(S(=O)(=O)C(CNC(=O)COc2ccccc2)c2cccs2)ccc1F (configuration not stated)	i
CSc1ccc(CNC(=O)CCc2conc2-c2cccc(C)c2)cc1	13%
O=C(CSc1nc(=O)n(Cc2ccco2)c2c1CCC2)NCc1ccc(F)cc1	28%
CC(=O)Nc1ccc(C(=O)Nc2ccc3c(c2)N(C2CCCC2)C(=O)c2ccccc2S3)cc1	?
O=C(NC1CCN(c2nc3ncccc3o2)CC1)C1CCCC1	-8%[44.1 µM]
CCOc1ccccc1NC(=O)CSc1c(C)cnc2c1c(=O)n(C)c(=O)n2C	-12%

Compound	Pf Dd2 inh
CCOC(=O)c1noc2nc(C)n(CC(=O)Nc3ccccc3F)c(=O)c12	-7%
CC(C)(C)NC(=O)N1CCCC(c2nc(CCOCC3CCOCC3)no2)C1 (configuration not stated)	-24%
Cc1ccccc1-n1c(/C=C/c2c(C)n(C)c3ccccc23)nc2ccccc2c1=O	2.8µM*
CC(=O)N1CCC([C@@H]2CN(Cc3cccc(C#N)c3)C[C@H]2CO)CC1	-2%
O=C(c1ccc(F)cc1)N1CCC2(CC1)CN[S+](=O)([O-])c1ccccc1N2	-20%
COc1cccc(OC)c1C(=O)Nc1cccc(-c2cn3ccsc3n2)c1	7%
Cc1cc(C(=O)NCC2(COc3ccccc3)C[C@@H](O)[C@@H](O)C2)n(C)n1 (some centres not stated)	-6%[44.1 µM]
COc1cccc(NC(=O)Cn2c(=O)n(Cc3ccco3)c(=O)c3cc(OC)c(OC)cc32)c1	i
COc1ccc(NC(=O)CN2C(=O)CSc3ccc(S(=O)(=O)N(C)C)cc32)cc1Cl	-24%
CCn1ncc(N2CCCC(CC(=O)N3CCN(Cc4ccccc4)CC3)C2)cc1=O (configuration not stated)	?
CCOC(=O)c1c(C)c(-c2ccccc2)n(CC(=O)NCc2cccc(OC)c2)c1C	8%
O=C(Cc1ccccc1Cl)N1CCN(C(=O)c2nnn3c2COC(c2ccccc2)C3)CC1 (configuration not stated)	-22%

Compound	Pf Dd2 inh
CCC(=O)N1CCC(Oc2ncccc2C(=O)N(C)C)CC1	11%
O=[S+]1([O-])NC2(CCN(CC3CC3)C2)CNc2ccccc21 (configuration not stated)	?
CC1=C(C(=O)Nc2ccc(C)cc2C)C(c2ccccc2F)n2nc(SCC(=O)c3ccc(C)cc3)nc2N1 (configuration not stated)	i
Cc1ccc2c(c1)N(S(=O)(=O)c1ccc3c(c1)NC(=O)CC(=O)N3)CCO2	27%
CCC(=O)N1CCC2(CC1)c1[nH]c3ccccc3c1CCN2C	?
CCOC(=O)c1cc(OC(=O)c2cccc(F)c2)n(-c2ccccc2)n1	23%
Cc1csc(NC(=O)C2CC(=O)N(c3n[nH]c4cccc(F)c34)C2)n1 (configuration not stated)	?
Cc1ccc(CN2CCN(C3CCN(C(=O)OC(C)(C)C)CC3)C(=O)C2=O)cc1	?
Cc1nccn1CCC(NC(=O)c1cn(CCN)nn1)c1ccccc1 (configuration not stated)	-13%
CCCN1CCC2(CCN(C(=O)c3ccccc3F)CC2)Oc2ccccc21	i
CCC1(CC)CN(C(=O)C2CCC(=O)N(Cc3ccccn3)C2)CCO1 (configuration not stated)	?
CCCCn1nc(NC(=O)c2cccc(Cl)c2)c2cc3ccccc3nc21	-25%

Compound	Pf Dd2 inh
COc1cccc(S(=O)(=O)N2CC(Oc3ccccc3-c3noc(C)n3)C2)c1	?
COCCCn1c(=N)c(C(=O)NCc2ccco2)cc2c(=O)n3cccc(C)c3nc21	?
CCN(CC)C(=O)C[C@@H]1CCNC[C@@H]1Cc1cc(CC2CCCCC2)on1	?
COc1ccc(-c2[nH]nc3ncc(C(=O)N4CCC(c5ccccc5)CC4)nc23)c(C)c1	?
O=C(c1ccn2nccc2c1)N1CCOCC1	13%[44.1 µM]
Cc1cc(C)cc(NC(=O)CCCn2c(=O)c3cccn3c3ccccc32)c1	?
CC(C)Cn1ccc2c(NC(=O)CC[C@H]3NC(=O)c4ccccc4NC3=O)cccc21	-6%
Cc1cnc(CC2CCN(C(=O)C3CCCC3)C2)n1C1CC1 (configuration not stated)	?
Cc1ccc(NC(=O)CSc2nnc(C)n3c2cc2sccc23)c(C)c1	21%
O=C(c1cn2ccccc2n1)N1C[C@@H](CO)[C@H](c2ccccn2)C1	-19%
O=C1c2[nH]nc(-c3ccccc3O)c2C(c2cccc(O)c2)N1Cc1ccncc1 (configuration not stated)	12%
O=c1c2nc(-c3ccoc3)ccc2ncn1-c1ccc(F)cc1F	?

Compound	Pf Dd2 inh
COc1ncccc1-c1cc(C(=O)N2CCC(OC)CC2)c2c(c1)ncn2C	3%[44.1 µM]
CCS(=O)(=O)Nc1ccc(C)n(CC(=O)N2CCN(c3ccccc3)CC2)c1=O	i
Cc1ccc2c(c1)sc1nc(-c3cc4ccccc4oc3=O)cn12	39%[activator]
COCCN1CCC(CN(C)C(=O)C(N)c2c(C)n[nH]c2C)CC1 (configuration not stated)	-7%
O=C(NCC(F)F)C1CN(c2ccccc2)C(=O)N1 (configuration not stated)	i
Cn1cccc1C(=O)N1CCC(N2C[C@H](O)C[C@H]2C(=O)NCc2cccnc2)CC1	10%
COc1cccc(-n2c(SCc3ccc(F)cc3)nc3c([nH]c4ccccc43)c2=O)c1	?
C=CCn1cc2c3c(cccc31)[C@H](CC(C)C)N[C@H](C(=O)NCc1ccc(F)cc1)C2	?
CC(=O)c1cccc(S(=O)(=O)N2CCN(c3ccccc3F)CC2)c1	30%[activator]
COc1ccc(CC(=O)NC2CCN(c3cn[nH]c(=O)c3)CC2)cc1	-25%
O=C(Cn1ncc2c3ccccc3n(Cc3cccc(Cl)c3)c2c1=O)N1CCCCC1	?
COc1ccc(NC(=O)N2CCc3nc4cc(-c5ccccc5)[nH]n4c(=O)c3C2)c(C)c1	31%[5.79 µM]

Compound	Pf Dd2 inh
COC(=O)c1ccc(NC(=O)CCn2cnnn2)c(C)c1	19%
CCC(=O)N1c2ccc(S(=O)(=O)NCCc3ccccc3)cc2CC1C (configuration not stated)	92%[activator]
Cc1ccc(NC(=O)c2oc3ccc(S(=O)(=O)N4CCOCC4)cc3c2C)c(C)c1	?
Cc1cc(NC(=O)CN2C(=O)C(C)(C)c3ccccc32)ccc1Br	23%
CCC(=O)N1CCc2cc(Br)cc(S(=O)(=O)N3CCCC(C(=O)N(C)c4ccc(Br)cc4)C3)c21 (configuration not stated)	8.9µM*
Cc1cc(C)cc(OCC(=O)Nc2ccc(Cl)cc2C(=O)c2ccccc2)c1	14%
Cc1nc2n(c1C(=O)Nc1cccc(Cl)c1C)CCC(Nc1ccc(F)cc1)C2 (configuration not stated)	-2%[44.1 µM]
O=C1Cc2c(-c3ccccc3Oc3ccccc3)n[nH]c2CN1CC1CCOCC1	i
O=C(CSc1nc(-c2ccc(F)cc2)cc(C(F)(F)F)n1)NCCc1ccccc1	-4%
O=C(Nc1ccccc1)c1cnc2c(c1)N([S+](=O)([O-])c1cccnc1)CCC2	-26%[44.1 µM]
O=C(CCCn1cncn1)N1C[C@H](CO)C[C@H](CN2CCOCC2)C1	-3%
Cn1nnc2c(NCc3ccccc3)ncnc21	38%[activator]

A different layout for four compounds above.
Cc1cc(C)cc(NC(=O)CCCn2c(=O)c3cccn3c3ccccc32)c1
  Pf Dd2 inh: ?
CC(C)Cn1ccc2c(NC(=O)CC[C@H]3NC(=O)c4ccccc4NC3=O)cccc21
  Pf Dd2 inh: -6%
Cc1cnc(CC2CCN(C(=O)C3CCCC3)C2)n1C1CC1 (configuration not stated)
  Pf Dd2 inh: ?
Cc1ccc(NC(=O)CSc2nnc(C)n3c2cc2sccc23)c(C)c1
  Pf Dd2 inh: 21%

Carrying on:
Compound	Pf Dd2 inh
COC(=O)CNC(=O)N1CCCCCCN(C)C(=O)[C@@H]2CCC[C@@H]21	17%
CCOC(=O)c1sc2ccccc2c1S(=O)(=O)NCc1ccccc1OC	47%[activator]
O=C1CC(c2ccccc2)N(Cc2ccc(F)cc2F)CCCCCCN1 (configuration not stated)	?
O=C1CC2CCN(Cc3cccc(Br)n3)CC2CCN1 (configuration not stated)	i
O=C(NCCc1ccncc1)c1ccc(-c2nnc3ccc(NC(=O)C4CCC4)cn23)cc1	?
COc1ccc(OC)c(CN2CC(Oc3ccccc3C(=O)NCc3ccccc3)C2)c1	1.8µM*
Cc1ccc(C)c(N2CCN(CCCNC(=O)c3cnn(-c4ccccc4)c3C3CCN(C(=O)OC(C)(C)C)CC3)CC2)c1	?
COc1ccc(C2Cn3nnc(C(=O)N4CCN(C(=O)c5cc(F)ccc5F)CC4)c3CO2)cc1 (configuration not stated)	-11%
CCn1cnnc1CC1CCN(C(=O)c2ccc(OC)cc2)C1 (configuration not stated)	-5%
CCC(=O)Nc1nnc(S(=O)(=O)N2CCc3ccccc32)s1	i
COc1ccc(-c2nnc(SCC(=O)Nc3cccc(C(F)(F)F)c3)s2)cc1	8%
O=C(CSc1n[nH]c(-c2ccccc2Cl)n1)NCc1ccc(F)cc1	8%

Brought forward from above: 3 entries, followed by the next part.
Compound	Pf Dd2 inh
CCC(=O)Nc1nnc(S(=O)(=O)N2CCc3ccccc32)s1	i
COc1ccc(-c2nnc(SCC(=O)Nc3cccc(C(F)(F)F)c3)s2)cc1	8%
O=C(CSc1n[nH]c(-c2ccccc2Cl)n1)NCc1ccc(F)cc1	8%
O=C1CCN(S(=O)(=O)c2cccs2)CCCC(c2nc(-c3ccccc3)no2)CCN1 (configuration not stated)	-19%
CCc1ccc2nc(N3CCC(C(=O)O)CC3)sc2c1	21%
COc1ccccc1C(=O)N1CCC(O)(c2ccccc2)[C@H](N(C)C)C1 (some centres not stated)	i[5.79 µM]
Cc1ncccc1OC1(C(=O)NCc2cn3c(n2)SCC3)CCNCC1	8%
COc1cc(NC(=O)Cn2cnc3c2c(=O)n(C)c(=O)n3C)c(OC)cc1Cl	7%
COc1ccccc1CNC(=O)COc1cc(=O)n(C)c2ccccc12	7%
